High-throughput results: PubChem, several laboratories
West Nile antiviral – West Nile virus antiviral activity, cell-based, CPE readout (AID 1621). West Nile virus-infected cells, CPE inhibition; higher % means a stronger effect. one-dose CPE inhibition, % at 10 µM; IC50 in µM for titrated hits. actives 0.02% (n = 290,000); in the data active = a potency from the dose series; inconclusive = CPE inhibition mostly from about 3.7% at the one dose, without a potency; inactive = the rest, 99 in 100 with CPE inhibition below about 2.2%; also: strong numbers were not always called active
XIAP displacement – small molecules displacing peptide from XIAP – biochemical, IAP family, fluorescence polarization (AID 1018); one-dose displacement, % at 20 µM; IC50 in µM for titrated hits; actives 0.007% (n = 200,000); XIAP BIR domain, fluorescence polarization peptide displacement; higher % means a stronger effect; in the data active = displacement above about 50%; also: a part of the inactive calls stands beside numbers as strong as those of hits
RSV CPE inhibition – RSV antiviral activity via CPE protection, HEp-2 cells, primary 10 µM value included (AID 2391); HEp-2 cells, RSV-induced CPE inhibition; higher % means a stronger effect; CPE inhibition, % at 10 µM, or IC50 in µM where a hit was titrated; actives 0.13% (n = 310,000); in the data active = a potency from the dose series; inconclusive = CPE inhibition mostly from about 23% at the one dose, without a potency; inactive = the rest, 99 in 100 with CPE inhibition below about 21%; also: strong numbers were not always called active
WT yeast gro inh – growth inhibition of WT yeast, mitochondrial fusion screen | AID 1362 | actives 2.1% (n = 190,000) | inhibition, % at 10 µM | mitochondrial fusion phenotypic screen, WT strain; in the data active = inhibition above about 58%; tested in S. cerevisiae
Yfh1-off respiration – mitochondrial function rescue without frataxin homolog – Friedreich's ataxia, plus single-dose screen, dose response (AID 1465) | S. cerevisiae Yfh1-off respiration, WST-1 reduction, 72 h; higher fold induction means a stronger effect | fold induction at 50 µM, or EC50 in µM where a hit was titrated | actives 0.074% (n = 220,000);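 active = fold induction of absorbance versus untreated yeast above a set limit, then at least 30% activation at any dose in follow-up; inconclusive = repeats straddling the limit, or above it without dose testing; inactive = fold induction below the set limit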;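 also: activators that raise dye reduction in frataxin-depleted yeast; strong numbers were not always called active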
Dengue-2 NS5 capping – flavivirus cap methylation enzyme inhibition – biochemical, confirmation dose response, primary screen (AID 588689). Dengue-2 NS5 methyltransferase capping enzyme assay, biochemical; higher % means a stronger effect. inhibition, % at 25 µM, or IC50 in µM where a hit was titrated. actives 0.3% (n = 340,000); in the data active = a potency from the dose series; inconclusive = inhibition above about 29% without an active follow-up result
Large T inhibition – TAg ATPase/helicase activity blockers – biochemical (AID 1903) | actives 0.39% (n = 310,000) | SV40 large T antigen ATPase/helicase inhibition assay; higher % means a stronger effect | inhibition, % at 20 µM, or IC50 in µM where a hit was titrated; in the data active = a potency from the dose series; inconclusive = inhibition mostly from about 32% at the one dose, without a potency; inactive = the rest, 99 in 100 with inhibition below about 32%; also: strong numbers were not always called active
CSM14.1 death rescue – protection against thapsigargin-triggered cell killing – 384-well, CSM14.1, ATP luminescence, primary screen (AID 1222); cellular ATP content (survival), % at 20 µM; hits with a dose series show EC50 in µM; 190,000 tested, under 10 active; CSM14.1 thapsigargin-induced death rescue, ATP luminescence; higher % means a stronger effect;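 active = EC50 below 50 µM in the dose-response confirmation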;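 also: death triggered by thapsigargin at about 15 µM added after 2 h compound pretreatment; cell ATP read after overnight thapsigargin exposure of roughly 18 to 22 hours; normalized against plate controls of thapsigargin alone and 5% DMSO vehicle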
UTI89 phage lysis – inhibition of K1F phage lysis, E. coli UTI89, bacterial capsule biogenesis inhibitors, alamar blue (AID 488966); E. coli UTI89 K1F phage lysis, alamar blue, 2 h; higher % means a stronger effect; actives 0.02% (n = 340,000); inhibition, % at 100 µM, or IC50 in µM where a hit was titrated;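 active = phage lysis inhibition, versus mean bacterial control, above a set limit; inconclusive = no clear call, values can overlap the other calls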;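 also: capsule biogenesis inhibitors block K1F phage lysis so surviving cells raise fluorescence; higher fluorescence means more inhibition of phage lysis; actives were called in the ten point dose series up to 300 µM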
WT yeast gro inh mutant strain – recorded beside WT yeast gro inh, whose call it bears; inhibition, %; mitochondrial fusion phenotypic screen, mutant strain inhibition
Dengue-2 NS5 capping pilot replicate – second read-out of Dengue-2 NS5 capping, no call of its own (marks repeat the call); inhibition, %; measured here: pilot screen replicate inhibition
Active calls of the source: *; i = inactive; ? = inconclusive; / = no result given; [ ] = remark or other dose.

SMILES	West Nile antiviral	XIAP displacement	RSV CPE inhibition	WT yeast gro inh	WT yeast gro inh mutant strain	Yfh1-off respiration	Dengue-2 NS5 capping	Large T inhibition	CSM14.1 death rescue	UTI89 phage lysis	others
O=C(COC(=O)Cc1cccs1)NCc1ccc(F)cc1	-0.3%	/	1.6%	/	/	/	4%	26%	/	-0.1%
O=C(COC(=O)C(Cc1ccccc1)NC(=O)c1ccco1)NC1CC1 (stereo unspecified)	0.6%	/	1.3%	-29	-7	i	3%	9%	-2.1%	0.1%
CC(=O)N(Cc1ccc(F)cc1)c1cccc(C)c1C	-0.3%	-3.1%	2.3%	-13	9	i	12%	22%	-1.0%	-0.3%
CCN(CC)c1ccc(NC(=O)/C=C/c2cc(Br)ccc2OC)cc1	/	-3.7%	-0.8%	24	18	/	-9%	5%	-0.9%	0.5%
Cc1cccc2c1CC(C)(C)N=C2C1=C(O)CCCC1=O	-0.4%	-23%	3.9%	7	3	i	-2%	7%	-0.7%	0.3%
Cc1nc(Nc2cccc(O)c2)c2oc3ccccc3c2n1	-1.1%	/	14%	/	/	/	3%	11%	/	1.6%[50 µM]
COc1ccc(C(=O)/C=C/c2ccc(OC)c(Cn3nnc4ccccc43)c2)cc1	?	-21%	39%	5	-18	i	-12%	10%	3.3%	2.7%
COc1ccc(-c2csc(Nc3ccccn3)n2)cc1OC	-0.1%	/	?	/	/	/	6%	10%	/	-1.5%
CCOC(=O)N1CCN(c2cc(N)c([N+](=O)[O-])cc2F)CC1	-0.3%	-3.8%	23%	-10	-13	i	-2%	4%	1.1%	9.6%
CCc1nnc(NC(=O)CN2CCN(C(=O)c3ccccc3)CC2)s1	0.6%	-3.3%	0.5%	-10	17	i	-5%	11%	-0.1%	-0.1%
Fc1ccc(-c2csc3ncnc(N4CCN(c5ccccc5)CC4)c23)cc1	1.1%	/	19%	/	/	/	-6%	-1%	/	-0.2%
Cn1c2c(c(=O)n(C)c1=O)C(NS(=O)(=O)c1ccc(Cl)cc1)(C(F)(F)F)C(=O)N2 (stereo unspecified)	0.3%	-6.6%	1.2%	-10	-33	i	-1%	5%	0.5%	0.8%
O=S(=O)(Nn1c(O)c(C=C2N=c3ccccc3=N2)sc1=S)c1ccccc1	0.3%	/	15%	/	/	i	55µM*	14%	/	-0.1%
O=S(=O)(c1ccccc1)c1cnc(-c2ccccc2)nc1N1CCCC1	1.1%	-3.4%	?	14	6	i	-7%	-2%	1.2%	0.3%
Cc1cccc(NC(=O)CNC(=O)c2ccc3nc[nH]c3c2)c1C	/	/	0.5%	/	/	/	-8%	9%	/	0.6%[50 µM]
Cn1c(=O)c2c(nc(Sc3ncccn3)n2Cc2ccccc2Cl)n(C)c1=O	-0.9%	-4.5%	-0.6%	-4	-8	i	-1%	3%	-2.5%	8.0%
CCc1cc2c(=O)n(CC(=O)NCCc3ccc(OC)c(OC)c3)cnc2s1	-0.7%	-2.2%	2.0%	15	7	i	-1%	7%	-0.2%	-0.5%
CN(CC(=O)Nc1ccccc1C(F)(F)F)C(=O)CCc1nc2ccccc2c(=O)[nH]1	/	/	1.4%	/	/	/	1%	1%	/	0.9%[50 µM]
CCC/C(C)=C/c1ccc(CC)cn1	1.0%	/	0.5%	/	/	i	-3%	0%	/	1.5%[50 µM]
Cn1c(=O)c2c(O)c([N+](=O)[O-])c(=O)n(C)c2n(C)c1=O	0.2%	/	2.1%	/	/	i	/	3%	/	/
COCC(=O)N1CCC(Oc2ccc(C(=O)N[C@H](C(=O)OC)C(C)C)cc2)CC1	0.7%	/	1.4%	/	/	/	0%	7%	/	0.0%	Dengue-2 NS5 capping pilot replicate=-0.6
Cc1cccc(NC(=O)C2SC(=Nc3c(C)cccc3C)C(C(=O)N3CCOCC3)=C2N)c1 (stereo unspecified)	-0.5%	-7.2%	0.6%	9	-12	i	-4%	7%	8.3%	-1.6%[50 µM]
Cc1ccc(NC(=O)CCN2C(=O)c3cccc([N+](=O)[O-])c3C2=O)c(Br)c1	0.5%	/	2.0%	/	/	/	-7%	10%	/	0.1%	Dengue-2 NS5 capping pilot replicate=-4.9
O=C(NCc1ccccc1)NC1(C(=O)N2CCN(c3ccccc3)CC2)CCCCC1	-0.1%	-3.9%	0.3%	-17	-9	i	2%	0%	0.3%	3.4%
O=C(CSc1nncn1-c1ccccc1)Nc1ccccc1	-0.1%	/	1.1%	/	/	/	-8%	2%	/	0.1%
O/N=C(\C[n+]1ccccc1)c1ccc(Br)cc1	0.8%	/	5.5%	/	/	/	0%	4%	/	0.0%[50 µM]
CCCn1c(SCC(=O)Nc2ccc(C(=O)Nc3ccccc3OC)cc2)n[nH]c1=O	0.1%	-4.1%	1.7%	-20	11	i	-3%	25%	-0.2%	1.8%
O=C(OCc1ccc(Br)cc1F)c1cc2ccccc2oc1=O	-0.1%	/	3.0%	/	/	/	2%	5%	/	-0.1%
O=C(Nc1ccc2c(c1)CN(Cc1ccccc1O)CC2)C1CCCO1 (stereo unspecified)	-0.1%	/	1.0%	/	/	/	-2%	1%	/	0.7%
O=C(N/N=C/c1cnc(N2CCOCC2)s1)c1ccccc1	-0.7%	-7.8%	1.2%	1	-5	i	-3%	12%	-0.2%	0.3%
Cn1c(=O)c2c(ncn2CC(=O)N(Cc2ccccc2)c2ccccn2)n(C)c1=O	0.3%	-0.1%	1.2%	9	-11	i	1%	-1%	-0.9%	0.3%	Dengue-2 NS5 capping pilot replicate=0.3
Cc1ccc(CN2[C@@H](CC3CCCCC3)COCCS2(=O)=O)cc1	-1.5%	/	2.8%	/	/	/	-1%	22%	/	1.0%
N#Cc1ccccc1NC(=S)NC(=O)c1cccnc1	-0.3%	/	0.6%	/	/	/	-7%	10%	/	-0.7%
O=C(NCCc1c[nH]c2ccccc12)c1cncc(Br)c1	0.3%	-17%	1.7%	-4	6	i	-8%	4%	-0.5%	0.3%
CCn1ncc(/C=N\NC(=O)c2csc3ccccc23)c1C	0.1%	-6.0%	-0.1%	-15	-1	i	-11%	0%	-0.4%	3.1%
c1ccc2c(c1)Sc1ccccc1-n1cnnc1-2	0.3%	-2.2%	0.9%	-9	-7	i	-1%	5%	-1.2%	-0.4%
CN1CCN(S(=O)(=O)c2cnccc2N2CCN(c3cccc(Cl)c3)CC2)CC1	-1.1%	1.4%	1.2%	16	19	i	-9%	25%	-0.5%	3.7%
CCOC(=O)c1c[nH]n(-c2ccc(C)cc2)c1=O	1.3%	-7.4%	0.8%	-6	13	i	5%	7%	-1.6%	0.2%
COc1ccc(-c2csc(NC(C)c3nc4cc(Cl)c(N5CCCCC5)cc4n3CCOCCO)n2)cc1 (stereo unspecified)	-0.1%	/	-2.6%	/	/	i	-6%	7%	/	0.8%
CCOc1ccc(-c2cc(CCCC(=O)Nc3cc(OC)ccc3OC)no2)cc1	-0.6%	-0.8%	0.7%	-5	-4	i	-7%	-1%	-0.5%	i
Cc1[nH]c2ccccc2c1CN1CCc2ccccc2C1	-0.2%	-2.8%	0.6%	-3	-9	i	-2%	4%	-4.6%	6.1%
CC1CN(CCOc2ccccc2C(C)C)CC(C)O1 (stereo unspecified)	-0.3%	/	1.0%	/	/	/	2%	2%	/	0.6%
N=c1c(C(=O)NCc2ccc(F)cc2)cc2c(=O)n3ccccc3nc2n1CCCN1CCOCC1	-0.3%	-4.6%	-2.3%	-10	-2	i	-8%	2%	-0.3%	-0.5%
COc1cccc(OCc2cc(C(=O)N3CCNC(=O)C3Cc3ccccc3)no2)c1 (stereo unspecified)	-0.2%	/	2.3%	/	/	/	-6%	7%	/	0.0%
CCOC(=O)Cc1csc(N/N=C\c2cccc(Br)c2)n1	/	-0.4%	3.8%	15	19	/	-1%	-6%	-1.4%	0.8%[50 µM]
CCc1nc2ccccc2c(C(=O)OC2CCOC2=O)c1C (stereo unspecified)	-0.1%	-2.7%	0.7%	-7	-13	i	0%	-2%	-0.9%	0.2%
Cc1cc(C)c2cc(C=O)c(Cl)nc2c1	0.0%	-11%	4.8%	5	4	i	-27%	-13%	-1.8%	-0.5%
Cc1ccc(C(=O)N/C(=C\C=C\c2ccccc2)C(=O)NCc2ccco2)cc1	-1.5%	3.3%	1.1%	-8	-10	i	4%	12%	-1.0%	0.1%
